Compound activity (PubChem BioAssay)
H9c2 TAG inh = inhibitors of triacylglycerol accumulation, primary screen, cell-based, uHTS, fluorescence, H9c2; H9c2 cells, Nile Red lipid (TAG) fluorescence; cells loaded with 200 µM oleic acid; inhibition, % at 12.5 µM; 230,000 tested, 0.66% active; AID 651582, 2012;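 active means pattern-corrected inhibition of lipid staining of at least 50% with the nuclear-stain viability signal not falling by more than 50%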;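 further: 0% = DMSO wells and 100% = triacsin C control wells; some results filed as inactive read as strong as hits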
H9c2 TAG inh DAPI viability = further read-out of H9c2 TAG inh, marked with its call; DAPI nuclei signal change (viability), lower = more cytotoxic, %;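 whole-well DAPI fluorescence read on a plate reader as a viability signal; minus 50 percent equals half of cells still viable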
* hit, by the source's call. A portion of the library (hit frequency here may not be typical).

Molecule,H9c2 TAG inh,H9c2 TAG inh DAPI viability
COc1ccc(S(=O)(=O)N2CCOCC2)cc1NC(=O)CSc1cccc[n+]1[O-],8.9,-1.9
CN1CCN(S(=O)(=O)c2cccc(C(=O)N3CCc4ccccc43)c2)CC1,6.0,-3.0
O=C(NCCOc1ccccc1F)Nc1ccc(Br)cc1,15.9,-10.6
CCN(CC)S(=O)(=O)c1ccc(C(=O)NNC(=O)C2COc3ccccc3O2)cc1 (configuration not stated),2.0,1.2
CCc1nc2c(OCc3ccccc3C(=O)OC)cccn2c1N(C)C(=O)CC(C)C,-8.1,-0.6
O=C(NC1CC1)c1cccc(-c2cncc3nccn23)c1,-14.6,4.3
COCc1nc(-c2cc(OC)c(OC)c(OC)c2)no1,-8.3,-5.2
COc1cccc(NC(=O)CN(C)C(=O)c2ccccc2OCc2c(C)noc2C)c1,4.9,3.2
COc1ccc(CCNS(=O)(=O)c2ccc3c(c2)CC(C)N3C(=O)C2CC2)cc1OC (configuration not stated),16.5,-1.4
CN(C)c1cccc(NC(=O)C2(C)Cc3c(-c4cccnc4)ccnc3O2)c1 (configuration not stated),10.0,-2.9
COc1ccc(N2C(=O)CC(Sc3ccccc3C(=O)O)C2=O)c([N+](=O)[O-])c1 (configuration not stated),5.0,7.4
CCOC(=O)c1c(C)oc(NC(=O)COc2ccc(Cl)cc2C)c1C#N,-18.0,5.2
CCC(=NNS(=O)(=O)c1ccc(C)cc1)c1ccc(OC)c(C)c1,2.5,-1.6
O=C(OCCOc1ccccc1)c1cccc(S(=O)(=O)N2CCOCC2)c1,-9.6,0.5
CCOc1ccc(N2C(=O)CC(N3CC(C)OC(C)C3)C2=O)cc1 (configuration not stated),-4.3,2.8

Continued, overlapping the part above by two compounds.
Molecule,H9c2 TAG inh,H9c2 TAG inh DAPI viability
O=C(OCCOc1ccccc1)c1cccc(S(=O)(=O)N2CCOCC2)c1,-9.6,0.5
CCOc1ccc(N2C(=O)CC(N3CC(C)OC(C)C3)C2=O)cc1 (configuration not stated),-4.3,2.8
COc1ccccc1NC(=O)c1ccc(NC(=O)CSc2nnnn2C)cc1,7.4,-5.3
CCN(CC)CC(O)c1ccc2ccc3ccc(O)cc3c2c1 (configuration not stated),22.2,8.5
CSc1ccc(/C=C/C(=O)OCC(=O)N(C)CCC#N)cc1,15.0,-7.5
O=C(N/N=C\c1cc2c(cc1Cl)OCO2)c1cccs1,11.4,-2.4
CCOc1ccc(-n2c(=O)[nH]cc(C(=O)Nc3ccc(OC)c(OC)c3)c2=O)cc1,16.0,-8.1
COc1ccc(NC(=O)c2ccc3c(c2)NC(=O)CS3)cc1,3.8,-3.4
Clc1ccc(-c2n[nH]c3c2CCC3)c(Cl)c1,-2.3,7.3
CC1Cc2ccccc2N1C(=O)COC(=O)c1ccc(S(=O)(=O)N(C)C)cc1 (configuration not stated),-2.0,4.5
Nn1c(SCC(=O)NC2CCCc3ccccc32)nnc1-c1cccs1 (configuration not stated),-0.5,-12.3
Cc1cc(C)c(S(C)(=O)=O)c(Oc2cccc(Cl)c2)n1,-2.6,5.6
O=C(Nc1nnc(C2CC2)s1)c1cccc(S(=O)(=O)N2CC(c3ccccc3)CC2=O)c1 (configuration not stated),7.5,2.6
CCn1c(SCC(=O)Nc2cccc(NC(=O)c3cccs3)c2)nnc1-c1ccncc1,33.8,1.8
Cc1ccc(S(=O)(=O)N(CC(=O)N2CCC(C)CC2)c2ccccc2)cc1,1.4,0.8
O=C(Nc1nc2c(Cl)ccc(Cl)c2s1)c1ccco1,-0.8,-6.9
O=C(COC(=O)c1ccccc1Br)NCC1CCCO1 (configuration not stated),5.7,-2.3

Not a retest: entries from further up.
Molecule,H9c2 TAG inh,H9c2 TAG inh DAPI viability
O=C(Nc1nnc(C2CC2)s1)c1cccc(S(=O)(=O)N2CC(c3ccccc3)CC2=O)c1 (configuration not stated),7.5,2.6
CCn1c(SCC(=O)Nc2cccc(NC(=O)c3cccs3)c2)nnc1-c1ccncc1,33.8,1.8
Cc1ccc(S(=O)(=O)N(CC(=O)N2CCC(C)CC2)c2ccccc2)cc1,1.4,0.8
O=C(Nc1nc2c(Cl)ccc(Cl)c2s1)c1ccco1,-0.8,-6.9
O=C(COC(=O)c1ccccc1Br)NCC1CCCO1 (configuration not stated),5.7,-2.3

The listing continues:
Molecule,H9c2 TAG inh,H9c2 TAG inh DAPI viability
Cc1ccc(NC(=O)c2ccc(OCC3CCCO3)cc2)cc1Cl (configuration not stated),23.1,0.6
Cc1[nH]c2ccccc2c1C(=O)C(=O)NCc1nnnn1-c1cccc(F)c1,-12.5,9.4
CC1CCCCC1NC(=O)c1ccc(CNc2c(N3CCCC3)c(=O)c2=O)cc1 (configuration not stated),-10.9,-4.0
Cn1cc(Cl)c(C(=O)N(Cc2ccccc2)c2ccccn2)n1,-8.5,-1.4
Cc1ccc(C(=O)Cn2nc(C(=O)O)c3ccccc3c2=O)cc1C,-13.4,3.1
Cc1ccccc1-c1nnc(SCC(=O)N(CC(C)C)c2c(N)n(CC(C)C)c(=O)[nH]c2=O)n1C,6.1,-7.1
C#CCOCCOCCOCCNc1nc(N2CCOCC2)nc(N2CCN(C(=O)[C@H](CCCCN)n3cc([C@@H](N)CO)nn3)CC2)n1,-6.0,6.8
CC[C@@]1(C(=O)OC)N[C@H](CN(C)C(=O)NC(C)C)[C@@H]2C(=O)N(C)C(=O)[C@@H]21,4.2,-7.7
Cc1nc(SCc2cccc(C(=O)O)c2)nc2c1CCCC2,6.7,-3.6
O=C(O)CCCC(=O)NNc1ncnc2ccccc12,-0.5,1.5
COC(=O)c1cc(S(=O)(=O)Nc2cc(S(=O)(=O)N(C)C)ccc2C)oc1C,6.9,-3.9
Cc1ccc(NC(=S)NC(=O)C2CC2)c(C)c1,-4.5,7.6
Cc1ccc(S(=O)(=O)CCC(=O)Nc2cc(C)on2)cc1,-0.6,-0.1
O=C(CNC(=O)c1ccc(Br)o1)NNC(=O)c1ccccc1F,14.8,0.2
CCCc1cc(=O)oc2cc(C)cc(O)c12,1.2,-8.4
O=C(COC(=O)CCC(=O)c1ccc(Cl)cc1)NC1CC1,8.6,6.3
CCOC(=O)C1=C(COC(=O)c2cc(OC)c(OC)cc2[N+](=O)[O-])NC(=O)NC1C (configuration not stated),12.1,-9.0
O=C(Cn1ccc([N+](=O)[O-])n1)N1CCCCC1,-2.1,-0.3
CC1(C(=O)NS(=O)(=O)c2ccccc2Cl)CCN1C(=O)C1(c2ccccc2)CCCC1 (configuration not stated),-8.8,-7.5
COc1ccc(NC(=O)CSc2nc3ccccc3nc2N2CCCC2)cc1Cl,39.4,-5.8
O=c1c(Cc2c(F)cccc2Cl)c(O)ccn1CC1CCCO1 (configuration not stated),2.3,4.2
O=C(CCc1nc2ccccc2[nH]c1=O)N/N=C/c1ccccc1,-10.4,1.4
COCc1cc(=O)n2[nH]c(-c3cccs3)cc2n1,4.9,4.0
C#CCOCCOCCOCCNc1nc(N2CCN(C(=O)CCCCCCCCCCNC(=O)[C@H]([C@@H](C)CC)n3cc(CCCCCN)nn3)CC2)nc(N2CCN(C(=O)CCCCCCCCCCNC(=O)[C@H](CO)n3cc(CCCCCN)nn3)CC2)n1,18.1,-7.3
O=C(Cc1cccc(NC(=O)C2CCCN(C(=O)C3CCCCC3)C2)c1)Nc1cccc(C(=O)N2CCCCC2)c1 (configuration not stated),24.4,5.3
C=CCNC(=O)CC(=O)N/N=C/c1cccs1,4.1,-6.7
O=C(NCCNCc1ccccc1)c1ccco1,2.7,1.3
CC1CCCCC1NC(=O)COC(=O)C12CC3CC(CC(Cl)(C3)C1)C2 (configuration not stated),-6.7,2.7
COc1ccccc1CN(Cc1cc2cc(C)ccc2[nH]c1=O)Cc1nnnn1Cc1ccco1,-7.4,0.7
S=C(NCCSCc1ccc(Cl)c(Cl)c1)Nc1ccccc1,-4.2,-3.1
O=C(NC(=S)N1CCN(C/C=C/c2ccccc2)CC1)c1ccco1,-1.1,-6.1
OC[C@@H]1CN(Cc2ccc3c(c2)OCO3)C[C@H](n2cnc3c(NC4CCCC4)ncnc32)O1,9.6,3.0
C=CCN(c1ccc(C(=O)Nc2ccc(C)c(C)c2)cc1)S(C)(=O)=O,7.1,-0.2
NS(=O)(=O)c1ccc(N2N=C(c3ccccc3)CC2c2cccc(Br)c2)cc1 (configuration not stated),-15.8,193.1
Cc1ccc(CNC(=O)CN(C)S(=O)(=O)c2cccc3cccnc23)cc1,11.9,-0.6
O=C(CCS(=O)(=O)c1ccccc1)Nc1cccc2c1C(=O)NC2=O,-6.7,1.7
C=CCSc1nnc(-c2cc3c(s2)-c2ccccc2CC3)o1,3.9,49.2
CCOC(=O)CC1C(=O)NCCN1Cc1ccc(OC)c(OC)c1 (configuration not stated),-3.6,2.3
Fc1ccc(N2CCN(C(=S)NCC3CCCO3)CC2)cc1 (configuration not stated),7.3,0.2
Cc1ccc(/C=C2\C(=O)NC(=O)N2C)o1,2.8,-7.8
Cc1ccc(S(=O)(=O)Cc2ccc(C(=O)N3CCCCC3C)cc2)cc1 (configuration not stated),-1.0,-2.8
CCCSc1nnc(NC(=O)CSc2nc3[nH]c(=O)cc(O)c3s2)s1,-9.9,-2.7
CCOc1ccc(N2C(=O)CC(N3CCN(c4ccc(C(=O)c5ccncc5)cc4)CC3)C2=O)cc1 (configuration not stated),-5.9,-1.6
NCC(=O)NCC(=O)NC[C@H]1O[C@@H](n2ccc(=O)[nH]c2=O)[C@H](O)[C@@H]1O,-5.7,10.5
CC(C)N(C(=O)Cn1c(SCC(=O)Nc2nccs2)nc2ccccc21)C(C)C,-1.5,5.8
CC(C)(CO)CNC(=O)CCc1nnc(CCCc2ccccc2)o1,5.0,-12.3
O=C(O)CC1Sc2ccccc2NC1=O (configuration not stated),-0.6,-0.9
CCC(=O)c1c[nH]c(C(=O)NCc2cccnc2)c1,12.2,1.3
O=C(NCc1ccco1)c1ccc(Cn2c(=O)c3ccccc3n(Cc3cccc(F)c3)c2=O)cc1,8.2,0.5
O=C(NCCCN1CCOCC1)c1cn(-c2ccccc2)nc1-c1ccc(Br)cc1,-45.4,12.6
Cc1ccc(C(=O)c2c3ccccc3[n+]([O-])n2CCC(=O)O)cc1,17.2,-0.1
COc1cc2c(cc1OC)[C@@H](NC(=O)c1ccc(C(F)(F)F)cc1)[C@H](OCc1ccccc1)C2,-14.1,18.9
COC(=O)C1=C(C(=O)c2ccc(C)cc2)C(c2ccc(O)c(OC)c2)n2nnnc2N1 (configuration not stated),12.7,9.5
Cc1cccc(N2CCN(C(=O)c3cccs3)CC2)c1C,-15.6,7.8
COc1ccc(NC(=O)Cn2nnc(-c3ccccc3F)n2)cc1,-2.1,3.6
COc1cc(NC(=O)c2cccc(C)c2)c(OC)cc1NC(=O)CN1CCCCC1,0.6,-0.7
CCCN1C(=O)c2cccc3c(N4CCCCC4)ccc(c23)C1=O,-70.8,119.5
CC1CC(=O)Nc2ccccc2N1C(=O)Cn1cnc2ccccc2c1=O (configuration not stated),-9.0,1.9
N#CCCCc1cc2cc(F)ccc2cn1,-14.9,1.1
NC(=O)c1cc([N+](=O)[O-])ccc1Nc1ccccc1,-8.4,-5.9

Further records:
Molecule,H9c2 TAG inh,H9c2 TAG inh DAPI viability
COc1ccc(C(=O)Nc2ccc(Cl)c(Cl)c2)c(OC)n1,-14.7,6.9
Clc1cccc2sc(-c3nnc(-c4ccccc4)o3)c(Cl)c12,10.9,-3.3
COC(=O)c1ccc(CN2CCC(Oc3cccc(C(=O)N4CCCC4)c3)CC2)cc1,-14.7,-4.3
COc1ccc(CCNC(=S)Nc2ccccc2)cc1,-17.0,11.9
CC1CCCN(S(=O)(=O)c2ccc(NC(=O)Cc3ccc(S(=O)(=O)N4CCOCC4)s3)cc2)C1 (configuration not stated),-23.1,-0.3
C=CCc1cc(OC)ccc1OCCCCn1cncn1,12.8,4.2
CCC1(c2ccc(F)cc2)NC(=O)N(CC(=O)Nc2ccc(N3CCCCC3)cc2)C1=O (configuration not stated),-7.2,-4.8
O=c1c2ccccc2cnn1Cc1n[nH]c(=S)n1-c1cc(Cl)cc(Cl)c1,-0.4,3.4
O=C1NC[C@@H](Cc2ccc(O)cc2)N(CCc2cccc(F)c2)C1=O,-15.7,-5.2
O=C(CN1C(=O)C2C3C=CC(C3)C2C1=O)Nc1ccc(F)cc1 (configuration not stated),-9.9,-3.2
CCOc1ccc2oc(C(=O)NCC3CCCO3)c(C)c2c1 (configuration not stated),4.3,-7.8
ClCC1CN(Cc2ccccc2Cl)CCO1 (configuration not stated),-8.3,14.4
COc1ccc(NC(=S)Nc2ccccc2OC)c(OC)c1,-9.6,2.2
CC1(C)N=C(c2ccccc2)C(c2ccccc2)=N1,4.5,-0.8
CC1CCN(C(=O)CNC(=O)CNC(=O)Cc2ccccc2)CC1,-2.2,5.5
